Bioassay records: PubChem BioAssay, several laboratories
PABP1 MLLE inh: inhibitors of microRNA-mediated deadenylation, human PABP1 MLLE binding | P11940 | GST-MLLE / FITC-PAM2 fluorescence polarization | inhibition, % at 20 µM | 360,000 compounds, 0.36% hits; in the data active means inhibition above about 35%, passing the limit was not always enough;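 further: plate controls were DMSO wells with GST-MLLE for no effect and wells lacking GST-MLLE protein for full effect; some results filed as inactive read as strong as hits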
Target sequence (P11940 whole entry, looked up): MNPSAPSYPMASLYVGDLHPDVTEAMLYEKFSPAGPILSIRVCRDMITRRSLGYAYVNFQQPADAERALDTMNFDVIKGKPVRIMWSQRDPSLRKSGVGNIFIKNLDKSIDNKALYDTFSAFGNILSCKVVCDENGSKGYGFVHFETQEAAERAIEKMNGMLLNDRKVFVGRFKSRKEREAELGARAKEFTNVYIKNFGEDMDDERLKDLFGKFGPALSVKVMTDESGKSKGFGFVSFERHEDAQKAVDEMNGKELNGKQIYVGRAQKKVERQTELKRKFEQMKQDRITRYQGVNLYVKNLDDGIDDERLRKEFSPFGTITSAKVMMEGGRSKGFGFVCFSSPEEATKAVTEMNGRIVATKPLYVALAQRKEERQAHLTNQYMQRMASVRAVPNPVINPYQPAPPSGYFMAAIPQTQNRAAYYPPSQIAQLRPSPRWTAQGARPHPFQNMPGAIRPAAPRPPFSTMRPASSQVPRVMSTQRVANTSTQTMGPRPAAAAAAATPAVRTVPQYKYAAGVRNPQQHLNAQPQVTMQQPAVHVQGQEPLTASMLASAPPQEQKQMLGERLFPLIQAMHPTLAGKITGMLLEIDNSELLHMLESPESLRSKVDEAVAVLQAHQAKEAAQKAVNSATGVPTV
MT1-MMP act inh: MT1-MMP (human) activation inhibition; HT1080 RFP-PRO-GFP cells, GFP/RFP ratio fluorescence, overnight; percent of plate control window, DMSO zero; P50281; GFP/RFP ratio change, % at 20 µM; 360,000 compounds, 0.061% hits; AID 651647;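 active means GFP/RFP ratio change of at least 30% with cell ATP level not reduced by more than half and red fluorescence within 50% of control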; further: strong numbers were not always called active
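Compound: 20 µM single dose, 1% DMSO / System: HT1080 RFP-PRO-GFP cells / Controls: DMSO and RFP-L50D-GFP cell wells / Read-out basis: GFP/RFP fluorescence ratio / Schedule: overnight compound exposure at 37 °C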
SKN-1 block: C. elegans SKN-1 inhibition; inhibition, % at 21.8 µM; 360,000 compounds, 0.49% hits; C. elegans VP596 Pgst-4::GFP/RFP ratio, acrylamide-induced, 24 h; AID 624304;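 active means interference check ratio from 0.5 to 1.5 plus GFP to RFP signal ratio inhibition reaching or exceeding a fixed threshold, cut at about 30% in these data, passing the limit was not always enough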; further: some compounds called inactive have numbers as strong as hits
Neddyl block: cullin neddylation inhibition; P61081+Q13564; TR-FRET cullin neddylation, biochemical; calls only at 25 µM; 360,000 compounds, 0.58% hits; AID 651699; in the data active means inhibition above about 36%
NadD block: blocks S. aureus nicotinate mononucleotide adenylyltransferase | purified NadD enzyme, colorimetric absorbance read-out | inhibition, % at 20 µM | 360,000 compounds, 0.78% hits; in the data active means inhibition above about 26%; further: some compounds past the cut are filed as inactive
Rin1-Abl PPI inh: inhibitors of human Rin1-Abl protein interaction; AID 588664; P00519+Q13671; inhibition, % at 7.35 µM; 360,000 compounds, 0.4% hits; TR-FRET Rin1/Abl binding, biochemical; in the data active means inhibition above about 5%, passing the limit was not always enough
FAS TE block: blocks the thioesterase domain of human fatty acid synthase | P49327 | recombinant FAS-TE, OMFH fluorogenic substrate, fluorescence endpoint | inhibition, % at 15 µM | 360,000 compounds, 0.67% hits;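 active means compounds whose normalised, plate-corrected inhibition of enzyme fluorescence in the single-dose primary screen is 50% or more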;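 further: 0% = DMSO with enzyme and 100% = substrate without enzyme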
CSN inh: CSN deneddylation inhibition. inhibition, % at 12.5 µM. Purified CSN, SCF-Nedd8-OG deneddylation, fluorescence polarization. AID 651999. 360,000 compounds, 0.38% hits;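 active means pattern-corrected inhibition above about 35%, with an unprinted fluorescence ratio check between 0.5 and 1.5, limit read from the data, passing the limit was not always enough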;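 further: 0% = enzyme with substrate and 100% = substrate without enzyme; some results filed as inactive read as strong as hits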
Target sequence (Q92905 whole entry, looked up, one chain of several): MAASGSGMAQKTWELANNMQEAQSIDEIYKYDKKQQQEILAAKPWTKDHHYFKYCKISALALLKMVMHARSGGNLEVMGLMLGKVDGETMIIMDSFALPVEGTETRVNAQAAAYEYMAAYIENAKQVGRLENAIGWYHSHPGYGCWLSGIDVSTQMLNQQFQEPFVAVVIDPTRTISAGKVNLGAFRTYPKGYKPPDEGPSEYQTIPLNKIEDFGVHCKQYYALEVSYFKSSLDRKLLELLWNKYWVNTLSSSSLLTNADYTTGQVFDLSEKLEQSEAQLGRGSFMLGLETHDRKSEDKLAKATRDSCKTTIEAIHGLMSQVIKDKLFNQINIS
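Detection – fluorescence polarization · System – HEK293T-derived human Csn5 enzyme · Controls – substrate-only high control, full reaction low control · Timing – 90 min, room temperature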
Rpn11 inh: Rpn11 (human) deubiquitinase inhibition | O00487 | human 26S proteasome, Ub4-pepOG fluorescence polarization; 20S core pre-blocked with epoxomicin | calls only at 20 µM | 360,000 compounds, 0.59% hits | AID 588493;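 active means inhibition at 20 µM, scaled to each plate's controls, above about 33%, limit read from the data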
Starred values were filed as active, the others as inactive; i = inactive; . = not tested or not shown; + = active, no number; & = joins results of further samples.

Start of the data: the first six entries, to show the layout:
SMILES	PABP1 MLLE inh	MT1-MMP act inh	SKN-1 block	Neddyl block	NadD block	Rin1-Abl PPI inh	FAS TE block	CSN inh	Rpn11 inh
O=c1c2ccccc2ncn1-c1ccc([N+](=O)[O-])c(C(F)(F)F)c1	11	-7	-14	i	-2	2	7	-8	i
Nc1ccc(C(=O)N/N=C2/CN3CCC2CC3)cc1	3	5	2	i	1	0	-12	0	i
CCCCn1c(O)c(C=NC2CCCCC2N)c(=O)[nH]c1=O (centres undefined)	-2	6	-11	i	0	-2	-3	-2	i
COc1ccc(CN2CCCC(C(=O)c3ccccc3SC)C2)cc1O (centres undefined)	-2	1	-6	i	-6	-1	-7	-5	i
CCCCn1c(O)c(C(C)=NCCc2ccccc2)c(=O)[nH]c1=O	-5	0	16	i	3	1	5	-3	i
CCOC(=O)C1(CCCc2ccccc2)CCN(C2CCC2)CC1	8	0	1	i	-2	4	-3	-21	i

The listing, from the start:
SMILES	PABP1 MLLE inh	MT1-MMP act inh	SKN-1 block	Neddyl block	NadD block	Rin1-Abl PPI inh	FAS TE block	CSN inh	Rpn11 inh
O=c1c2ccccc2ncn1-c1ccc([N+](=O)[O-])c(C(F)(F)F)c1	11	-7	-14	i	-2	2	7	-8	i
Nc1ccc(C(=O)N/N=C2/CN3CCC2CC3)cc1	3	5	2	i	1	0	-12	0	i
CCCCn1c(O)c(C=NC2CCCCC2N)c(=O)[nH]c1=O (centres undefined)	-2	6	-11	i	0	-2	-3	-2	i
COc1ccc(CN2CCCC(C(=O)c3ccccc3SC)C2)cc1O (centres undefined)	-2	1	-6	i	-6	-1	-7	-5	i
CCCCn1c(O)c(C(C)=NCCc2ccccc2)c(=O)[nH]c1=O	-5	0	16	i	3	1	5	-3	i
CCOC(=O)C1(CCCc2ccccc2)CCN(C2CCC2)CC1	8	0	1	i	-2	4	-3	-21	i
CC(C)CC(N(C)C)C1(c2ccc(Cl)cc2)CCC1 (centres undefined)	12&-8	-3&-4	4&-2	i	-7&-7	4&-2	0&-2	-3&-4	i
Cc1sc2c(c1C)C(c1ccc(C(C)(C)C)cc1)=NCC(=O)N2CC(=O)Nc1nccs1	-16	-10	9	i	15	-4	22	0	i
COc1ccc(C2SCC(=O)Nc3c2c(=O)[nH]n3C2CCCCCC2)cc1OC (centres undefined)	35	13	-6	i	6	-4	-12	1	i
CN1CC2=CC(O)CC3Oc4c(O)ccc(c4[C@]23C)C1 (some centres undefined)	-8	-2	-1	i	7	-2	-6	-7	i
COc1cc(-c2ccc(N)c(OC)c2)ccc1N	-6	7	-7	i	1	1	-2	0	i
O=C(Cn1nc(Cc2cccnc2)c2ccccc2c1=O)N1CCC2(CC1)OCCO2	2	-1	-27	i	-6	1	-8	3	i
O=C(c1ccccc1)c1ccc(N=Nc2c(O)[nH]c(=O)[nH]c2=O)cc1	-4	4	-1	i	2	1	-10	0	i
CC1CN=C(NCc2ccccc2)S1 (centres undefined)	-20	-8	6	i	1	-2	-20	5	i
CN1C2C=C(N(C(=O)c3ccc(Cl)cc3)c3ccccc3)CC1CC2 (centres undefined)	-5	-1	21	i	-10	-1	-5	5	i
Cc1[nH]c2ccc(O)cc2c1CCN	9	-3	2	i	-2	-1	-6	-1	i
O=c1[nH]c(=O)n(-c2ccc(Cl)cc2)c(O)c1C=Nc1ccc(S(=O)(=O)Nc2nccs2)cc1	-33	-68	1	i	11	-2	-5	12	i
C[C@]12CCC3C(CC[C@H]4C[C@@H](O)[C@H](O)C[C@]34C)C1CC[C@@H]2O (some centres undefined)	-15	0	1	i	0	1	-2	1	i
COc1ncccc1C(=O)NCC(CC(=O)O)c1ccccc1 (centres undefined)	-2	5	-29	i	-3	-4	-10	6	i
COc1ccc2c3c([nH]c2c1)C(C)=NCC3	-81	-18	11	.	-9	-3	-4	12	+
C=CCCC1(C(C)C)C(=O)NC(=S)NC1=O	20	-1	7	i	0	4	-6	-4	i
CN1Cc2c(c(C#N)c(N)n(C)c2=S)CC1(C)C	137	-24	5	i	-2	-2	-17	-29	i
O=c1cccc2n1CC1CNCC2C1 (centres undefined)	5	2	-4	i	-2	0	2	-1	i
CCC(=NCCN1CCCCC1)c1c(O)n(C)c(=O)n(C)c1=O	9	1	13	i	7	1	-10	-4	i
O=C(CNC(=O)c1cccc(Cl)c1)Nc1ccc(Br)cc1C(=O)c1ccccc1	-10	-2	7	i	-4	0	29	3	i
O=P(C(Cl)Cl)(N1CCCCC1)N1CCCCC1	-3	2	4	i	10	-2	-5	0	i
CN(Cc1ccccc1)C(=O)CN1CCCC1=O	-3	0	13	i	-4	1	-8	3	i
COc1cc(C=C2C(=O)NC(=O)NC2=O)cc(OC)c1OC	18	-3	12	i	-7	1	-3	-3	i
CCOC(=O)COc1ccc(/C=C2\C(=O)NC(=S)N(c3ccc(OC)cc3)C2=O)cc1OC	39*	-2	-9	i	-7	1	-4	-5	i
CN1CCN(c2ccc([N+](=O)[O-])c(N/N=C3\CN4CCC3CC4)c2)CC1	0	4	16	i	3	-13	-8	-1	i
CC(=O)NC1CC2CCCC(C1)N2 (centres undefined)	2	1	18	i	9	-2	-8	-4	i
Cc1ccc2nc(-c3ccc(CN4CCC(n5c(=O)[nH]c6ccccc65)CC4)cc3)c(-c3ccccc3)nc2c1	.	7	-3	i	25	.	72*	4	.
Cc1ccc(Cc2c(C)nc3nc(SCC(=O)N4CCC5(CC4)OCCO5)nn3c2C)cc1	7	1	-18	i	-3	-2	-1	-7	i
CCn1ccnc1CN1CCCC(C(=O)c2ccc(OC)cc2OC)C1 (centres undefined)	8	-6	5	i	1	0	-2	5	i
Cc1cc(Cl)ccc1OCC(=O)N1CCN(C)CC1	0	3	4	i	2	3	-4	0	i
CN(C)C(=O)NC(O)C(Cl)(Cl)Cl (centres undefined)	3	5	5	i	1	-1	-6	6	i
CCOc1ccc(-c2cc(C)[n+](CCN(CC)CC)c(-c3ccc(OCC)cc3)c2)cc1	0	-14	14	.	-8	0	-8	-3	i
Cc1ccc(S(=O)(=O)N2Cc3ccccc3-n3nncc3C2)cc1	5	3	0	i	-1	0	-4	4	i
Cc1ccc(-n2c(O)c(/C=N/c3ncc(Br)cc3Br)c(=O)[nH]c2=O)cc1	-11	-84	14	i	16	-1	-6	12	i
CC(=O)OC1=CC[C@H]2[C@@H]3CC[C@H]4C[C@H](OC(C)=O)[C@@H](OC(C)=O)C[C@]4(C)[C@H]3CC[C@]12C	-3	0	-14	i	-1	-1	28	3	i
CN(C)C(=O)Oc1cccc2c(OC(=O)N(C)C)cccc12	12	7	-4	i	2	-4	-6	3	i
CCn1cc(CN2CCCC(C(=O)c3cccc(OC)c3)C2)c(C)n1 (centres undefined)	-11	0	1	i	3	4	-7	-13	i
CCN1CCN(Cc2ccccc2C)CC1	-7	-2	-5	i	-1	-2	-8	-4	i
CN1C(=O)C(=CN2CCN(C(=O)c3ccco3)CC2)C(=O)N(C)C1=S	-69	5	1	i	-2	-5	-6	3	i
O=C(/C=C/c1ccc2c(c1)OCO2)c1c(O)n(CCC2=CCCCC2)c(=O)[nH]c1=O	-71	-23	-3	i	22	-2	-1	10	i
CC(Cc1ccccc1)[n+]1cc(/N=C(\[O-])Nc2ccccc2)on1 (centres undefined)	-4	3	-6	i	2	-2	-10	0	i
Cc1cccc(C)c1-n1nnnc1C(C1CC1)N1CCC2(CC1)C(=O)NCN2c1ccccc1 (centres undefined)	-15	4	-2	i	3	1	21	-1	i
COc1ccc(C(C)=O)cc1CC(C(=O)c1ccccc1)N(C)C (centres undefined)	-5	-8	-3	i	-2	-1	-10	-3	i
O=C1NC(=S)NC(=O)C1=Cc1cccc2cc3ccccc3cc12	40*	-12	-7	i	4	2	-2	-7	i
CCC(=O)[C@@H](C)[C@@H](O)[C@H](C)C[C@@H](C)C1OC(=O)C[C@@]2(O)CC=C(C)C(O2)C(C)=CCCC[C@H](O[C@H]2C[C@@H](OC(N)=O)[C@H](O)[C@@H](C)O2)C=C[C@H](C)C[C@H]1C (some centres undefined)	.	-13	-5	i	-3	.	-2	-2	.
O=C(O)CCn1cc(C=C2C(=O)NC(=O)NC2=O)c(-c2ccc(Br)cc2)n1	22	0	9	i	1	-1	-4	3	i
CCN(CC)CCO	12	0	-5	i	2	0	2	-5	i
CN1CCN(c2nc3ccccc3c(=O)n2-c2ccccc2)CC1	1	-1	-2	i	4	-4	-9	6	i
CCCN(CC#CCO)CCC	8	8	13	i	0	0	-4	-7	i
COC(=O)C1=C(c2ccccc2OCc2ccccc2)C[C@@H]2CC[C@H]1N2C(=O)NCc1ccc(OC)cc1	9	0	-12	i	-9	2	13	-2	i
CC(C)(C)n1nnnc1C(CCc1ccccc1)N1CCC2(CC1)C(=O)NCN2c1ccccc1 (centres undefined)	-2	-5	0	i	7	5	26	0	i
O=c1[nH]c(=S)n(C2CC2)c(O)c1C=NCCN1CCOCC1	18	-2	-11	i	-2	-3	-6	4	i
CNC(=O)c1cccn(Cc2cccc(C(F)(F)F)c2)c1=O	-7	5	13	i	-4	3	1	-14	i
CCC(C)n1c(O)c(/C=N/N2CCOCC2)c(=O)[nH]c1=S (centres undefined)	-5	-4	4	i	-3	2	-10	4	i
O=C(c1ccccc1F)c1cn(CC(=O)N2CCOCC2)c2ccccc12	-6	0	12	i	-3	2	-3	-2	i

Further results follow.
SMILES	PABP1 MLLE inh	MT1-MMP act inh	SKN-1 block	Neddyl block	NadD block	Rin1-Abl PPI inh	FAS TE block	CSN inh	Rpn11 inh
O=C1C2CCCN2C(c2ccc(Cl)cc2)N1c1ccccn1 (centres undefined)	2	-3	-11	i	-4	0	0	-1	i
O=C1NC(=O)C(=Cc2cc3c(cc2[N+](=O)[O-])OCO3)C(=O)N1	30	-7	-6	i	-1	0	-3	-6	i
O=C1CC(N2CC2)C(=O)N1c1ccccc1 (centres undefined)	-4	-5	-10	i	-2	-5	-8	-5	i
CC(=O)c1cn(CC(=O)NCCc2c[nH]c3ccccc23)c2ccccc12	3	5	10	i	-4	-1	7	-2	i
CCc1nc2ccccc2c(=O)n1-c1cccc(OC)c1	15	4	0	i	-4	1	-9	-3	i
CCn1c(O)c(C=NCc2cccs2)c(=O)[nH]c1=O	3	0	20	i	3	-4	-6	0	i
Cn1c(O)c(/C=C2\C=Nc3ccccc32)c(=O)n(C)c1=O	-20	-25	51	i	-2	-2	-5	100	.
COC1=CC2C3Cc4ccc(OC)c(O)c4C2(CCN3C)CC1=O (centres undefined)	0	-5	-10	i	-3	3	-5	-3	i
CC(C)(C)c1cc(OC(=O)Cc2ccccc2)ccc1O	-3	-1	6	i	-4	0	12	-1	i
Cc1cc(=O)oc2c(C)c(OCC(=O)N3C[C@H]4C[C@@H](C3)c3cccc(=O)n3C4)ccc12	-4	1	12	i	0	-1	0	-1	i
CCCOC(=O)c1ccc(-[n+]2c(-c3ccccc3)cc(-c3ccccc3)cc2-c2ccccc2)cc1	-4	10	17	i	4	0	-11	0	i
COC(=O)C1=C(c2cc3ccccc3s2)C[C@@H]2CC[C@H]1N2C(=O)NCc1ccco1	-3	0	-24	i	-5	2	-1	1	i
O=C(C1CCCO1)N1CCC2(CC1)OCCO2 (centres undefined)	-9	-6	6	i	0	-5	-9	-2	i
C=CCN1C(=O)/C(=C/c2ccc(N3CCOCC3)o2)C(=O)NC1=S	-153	-60	27	i	-3	-13	-14	103*	.
CCn1c(O)c(N=Nc2cccc(S(=O)(=O)N3CCOCC3)c2)c(=O)n(CC)c1=S	0	2	7	i	3	-1	11	2	i

Only part of the results is shown. The share of hits here may be higher or lower than overall.
